Screens as filed in PubChem.
Rpn11 inh: Rpn11 (PSMD14) deubiquitinase inhibitors, primary screen, biochemical, fluorescence polarization, uHTS; human 26S proteasome, Ub4-pepOG fluorescence polarization; 20S core pre-blocked with epoxomicin; calls only at 20 µM; actives 0.59% (n = 360,000); AID 588493, 2011;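 active = inhibition at 20 µM, scaled to each plate's controls, above about 33%, limit read from the data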
CSN deneddyl inh: inhibitors of CSN-mediated cullin deneddylation, primary screen, biochemical, fluorescence polarization, uHTS; actives 0.38% (n = 360,000); AID 651999, 2013; COP9 signalosome complex subunit 5 (Homo sapiens), Q92905; inhibition, % at 12.5 µM; Purified CSN, SCF-Nedd8-OG deneddylation;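 active = pattern-corrected inhibition above about 35%, with an unprinted fluorescence ratio check between 0.5 and 1.5, limit read from the data, passing the limit was not always enough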;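 also: 0% = enzyme with substrate and 100% = substrate without enzyme; some results filed as inactive read as strong as hits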
Target sequence (Q92905 whole entry, looked up, one chain of several): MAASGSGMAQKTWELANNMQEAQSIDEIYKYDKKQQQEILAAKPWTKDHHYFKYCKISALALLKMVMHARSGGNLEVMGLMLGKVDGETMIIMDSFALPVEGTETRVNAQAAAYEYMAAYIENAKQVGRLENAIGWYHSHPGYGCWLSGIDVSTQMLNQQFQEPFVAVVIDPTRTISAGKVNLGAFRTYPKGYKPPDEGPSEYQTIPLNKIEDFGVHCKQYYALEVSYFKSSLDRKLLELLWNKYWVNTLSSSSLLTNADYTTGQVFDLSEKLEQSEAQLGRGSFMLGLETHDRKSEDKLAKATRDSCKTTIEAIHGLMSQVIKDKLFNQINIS
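test system = HEK293T-derived human Csn5 enzyme | amount = 0.24 nM Csn5 enzyme, final concentration | medium = Tris/NaCl/DTT buffer, pH 7.5 | schedule = 90 min reaction at room temperature | signal = FP | evaluation = inhibition of Csn5 cleavage, % | compound dosing = single dose of 12.5 µM compound with 0.25% DMSO | probe or stimulus = 10 nM SCFSkp2-Nedd8OG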
NadD inh: inhibitors of S. aureus NadD, primary screen, biochemical, colorimetric, uHTS | Nicotinate-nucleotide adenylyltransferase NadD (Staphylococcus aureus N315) | purified NadD enzyme, colorimetric absorbance read-out | inhibition, % at 20 µM | actives 0.78% (n = 360,000) | AID 602399, 2012; in the data active = inhibition above about 26%; also: some compounds past the cut are filed as inactive
LMPTP block: LMPTP phosphatase inhibitors, primary screen, biochemical, fluorescence intensity, uHTS; Low molecular weight phosphotyrosine protein phosphatase (Homo sapiens), P24666; recombinant LMPTP-A, OMFP fluorogenic substrate; inhibition, % at 20 µM; actives 0.22% (n = 360,000); AID 651560, 2012;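 active = compounds that cut the enzyme signal by at least half of the control window in the single-dose screen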;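 also: plate controls were DMSO wells with enzyme plus substrate for no effect and substrate without enzyme for full effect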
Target sequence (P24666 whole entry, looked up): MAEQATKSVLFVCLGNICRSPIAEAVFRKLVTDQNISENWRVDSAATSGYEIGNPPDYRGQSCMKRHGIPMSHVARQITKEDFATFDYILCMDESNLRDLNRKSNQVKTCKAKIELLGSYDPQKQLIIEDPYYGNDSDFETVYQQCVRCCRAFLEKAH
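test system = LMPTP-A | amount = 0.625 nM LMPTP-A final | reagent = fluorogenic phosphatase substrate OMFP at 400 µM final | incubation = 50 min at room temperature | benchmarks = no-enzyme low control, uninhibited high control | medium = Bis-Tris pH 6.0, DTT, detergent | signal = fluorescence intensity of OMFP turnover product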
MLLE-PAM2 inh: inhibitors of PABP1 MLLE–PAM2 peptide binding, primary screen, biochemical, fluorescence polarization, FITC-PAM2, GST-MLLE. Polyadenylate-binding protein 1 (Homo sapiens), P11940. inhibition, % at 20 µM. actives 0.36% (n = 360,000). AID 588489, 2011; in the data active = inhibition above about 35%, passing the limit was not always enough;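 also: plate controls were DMSO wells with GST-MLLE for no effect and wells lacking GST-MLLE protein for full effect; some results filed as inactive read as strong as hits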
DNMT1 block: human DNMT1 methyltransferase inhibitors, primary screen, biochemical, molecular beacon, fluorescence, HinP1I cleavage, uHTS | actives 0.83% (n = 360,000) | AID 588458, 2011 | inhibition (reported as % activation of signal), % at 10 µM; in the data active = inhibition above about 50%
STEP block: STEP phosphatase inhibitors, primary screen, biochemical, fluorescence intensity, uHTS | inhibition, % at 20 µM | AID 588621, 2011 | actives 0.25% (n = 360,000) | recombinant STEP, OMFP fluorogenic substrate;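 active = inhibition at 20 µM, scaled per plate between control wells, above about 37%, limit read from the data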;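 also: 0% = DMSO with enzyme and substrate and 100% = substrate only without enzyme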
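System: STEP (striatal-enriched tyrosine phosphatase) enzyme, cell-free; medium: Bis-Tris pH 6.0 buffer with DTT, detergent; dosing: 20 µM, 1% DMSO; times: reaction 20 min, ambient temperature; detection: fluorescence, 480/540 nm; read-out basis: normalized % inhibition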
TbMetRS inhib: T. brucei MetRS inhibitors, primary screen, biochemical, luminescence; methionyl-tRNA synthetase (Trypanosoma brucei brucei); actives 0.4% (n = 360,000); inhibition, % at 11.9 µM; purified T. brucei MetRS, ATP depletion, Kinase-Glo luminescence; AID 624268, 2012;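 active = inhibition above a per-plate cutoff of the control wells' mean inhibition plus 3 SD, cut at about 5.5% in these data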;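 also: 0% = DMSO wells median and 100% = median of wells with control inhibitor compound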
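System: purified T. brucei MetRS enzyme / Detection: Kinase-Glo luciferase luminescence reporting remaining unconsumed ATP / Medium: HEPES buffer with MgCl2, KCl, DTT, spermine, BSA, pyrophosphatase / Replication: singlicate, one well per compound / Evaluation: percent inhibition relative to median high and low control wells / Schedule: 2 h aminoacylation at 25 °C after 15 min preincubation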
SUMO1-SIM PPI: modulators of SUMO1 protein-protein interactions, primary screen, biochemical, uHTS; Small ubiquitin-related modifier 1 (Homo sapiens), P63165; SUMO1 binding to a labelled peptide, TR-FRET, 1 h; inhibition, % at 20 µM; actives 0.33% (n = 360,000); AID 602429, 2012; in the data active = inhibition above about 37%
Target sequence (P63165 whole entry, looked up): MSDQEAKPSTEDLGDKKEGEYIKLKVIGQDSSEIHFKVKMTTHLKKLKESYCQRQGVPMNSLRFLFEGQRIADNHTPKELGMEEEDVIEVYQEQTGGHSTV
Scp1 inh: Scp-1 phosphatase inhibitors, primary screen, biochemical, colorimetric, uHTS; inhibition, % at 20 µM; actives 0.88% (n = 340,000); Recombinant Scp1, phosphopeptide, malachite green phosphate absorbance; Carboxy-terminal domain RNA polymerase II polypeptide A small phosphatase 1 (Homo …;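 active = inhibition above about 50% at 20 µM, limit read from the data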;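 also: plate controls were DMSO wells with enzyme for no effect and wells lacking enzyme for full effect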
Target sequence (Q9GZU7 76-261 limits assumed): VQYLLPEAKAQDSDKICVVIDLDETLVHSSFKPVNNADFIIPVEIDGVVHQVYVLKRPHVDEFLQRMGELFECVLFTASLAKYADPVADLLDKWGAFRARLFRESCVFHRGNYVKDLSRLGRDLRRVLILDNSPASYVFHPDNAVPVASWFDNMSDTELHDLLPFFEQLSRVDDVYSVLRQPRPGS
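Assay system: SCP-1 catalytic fragment, aa 76-261 | Buffer or medium: Tris acetate buffer pH 5.5 with MgCl2 and Tween-20 | Compound: One concentration, 20 µM, with 1.0% DMSO | Also added: Phospho 17-mer peptide substrate | Signal: Absorbance at 630 nm | Incubation: 45 min enzyme reaction at room temperature | Measure: % inhibition of SCP-1 phosphate liberation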
Numbers without * were called inactive; i = inactive; x = not tested or not shown.

SMILES	Rpn11 inh	CSN deneddyl inh	NadD inh	LMPTP block	MLLE-PAM2 inh	DNMT1 block	STEP block	TbMetRS inhib	SUMO1-SIM PPI	Scp1 inh
COc1ccc(NC(=O)C2(C)Cc3c(-c4ccc5c(c4)OCO5)ccnc3O2)cc1OC (centres undefined)	i	6	-2	1.8	4	1	0	-0.2	11	x
O=C1NC[C@@H](CCCCN2C[C@H](Cc3ccccc3)N(CCc3ccc(O)cc3)C(=O)C2=O)N(CC2CCCCC2)C1=O	x	-3	10	-0.8	x	x	x	-0.8	1	x
CC(=O)Nc1ccc(CN(C)c2c(C)nc3ccc(C(=O)N(C)Cc4ccco4)cn23)cc1	i	3	11	-4.7	-18	7	0	-0.2	-10	x
CC(=O)c1c(C)[nH]c(C(=O)CSc2nnc(C)s2)c1C	i	8	5	-0.1	-17	-4	2	-0.2	2	-11
O=C(Nc1nc2ccccc2[nH]1)c1ccccc1O	i	1	-7	-0.2	-11	1	0	-0.4	-8	-10
COc1ccc(N(C)C(=O)c2oc(=O)c3ccccc3c2-c2ccccc2)c(OC)c1	i	-2	-1	2.3	1	-1	2	0.3	-3	-13
CCOc1ccc(C2/C(=C(/O)c3ccc(S(=O)(=O)N4CCCCC4)cc3)C(=O)C(=O)N2CCCOC)cc1OC (centres undefined)	i	-6	18	-1.7	14	-2	4	-0.3	-17	-2
Cc1nc2ccc(N=NN(C)C)cc2[nH]1	i	0	-8	0.5	-22	-1	-1	-0.8	-1	-7
COc1ccc(-c2c(C#N)c(N)nc3c2CCCCCC3)cc1OC	i	-1	-2	-0.7	5	8	0	0.1	-1	-5
COc1ccccc1CCNC(C)CCc1ccc(O)cc1 (centres undefined)	i	-4	-3	-0.7	1	68*	-4	-0.2	0	-5
COc1ccccc1NC(=O)COC(=O)c1ccc2ccccc2n1	i	1	5	-1.8	-6	2	2	-0.4	-23	-5
COc1ccccc1NC(C)C(=O)N/N=C/c1ccccc1OCc1cccc(Br)c1 (centres undefined)	i	-2	7	5.1	-2	-1	-3	-0.2	5	-11
Cc1nc2c(ccc3nc(NC(=O)Cc4cccc5ccccc45)sc32)s1	i	1	5	4.6	-5	-22	-2	-0.4	-3	-7
CCCN(CCC)S(=O)(=O)c1ccc(C(=O)NNc2nc(-c3ccccc3)c3cc(Br)ccc3n2)cc1	i	9	36*	-0.8	3	-5	-2	0.2	2	38
COC(=O)c1ccc(Nc2cc(C)nc3ccc(C)cc23)cc1	i	2	-5	2.9	4	2	-2	0.2	-13	3
O=C(Nc1ccc(F)cc1)OCCN1CCN(Cc2ccccc2)CCC1=O	i	2	1	-0.4	1	2	-3	0.0	1	3
O=C1C(Cc2ccccc2)NC(=S)N1Cc1ccccc1 (centres undefined)	i	0	2	-0.2	-97	1	-1	-0.3	-3	-3
N/C(=N\OC(=O)CCC1CCCC1)c1ccccc1	i	0	-2	2.1	19	1	0	-1.1	-3	-3
COc1cc(OC)nc(-n2ncc(Br)c(Br)c2=O)n1	i	4	-2	-2.3	-23	5	-1	-0.4	-11	-10
COCOCCn1cc(CN2CCS(=O)(=O)N(Cc3ccc(-c4ccc(Cl)c(Cl)c4)cc3)C(C(C)C)C2=O)nn1 (centres undefined)	i	0	-7	4.9	3	23	1	-1.3	4	x
CCCCN(C)C(=O)C1CCN(CCCc2ccccc2)CC1	i	4	6	0.4	-20	1	0	-0.4	2	6
Cc1ccc(-c2nc3ccccc3n3nnnc23)cc1	i	0	-3	0.0	1	6	2	-0.7	-6	-11
Cc1ccccc1Cn1c2ccccc2c2cnn(CC(=O)NCCCN3CCOCC3)c(=O)c21	i	2	-9	-1.2	2	-1	-1	0.1	3	-8

Gathered by group, the entries above with four or more nitrogen atoms (8)
SMILES	Rpn11 inh	CSN deneddyl inh	NadD inh	LMPTP block	MLLE-PAM2 inh	DNMT1 block	STEP block	TbMetRS inhib	SUMO1-SIM PPI	Scp1 inh
O=C1NC[C@@H](CCCCN2C[C@H](Cc3ccccc3)N(CCc3ccc(O)cc3)C(=O)C2=O)N(CC2CCCCC2)C1=O	x	-3	10	-0.8	x	x	x	-0.8	1	x
CC(=O)Nc1ccc(CN(C)c2c(C)nc3ccc(C(=O)N(C)Cc4ccco4)cn23)cc1	i	3	11	-4.7	-18	7	0	-0.2	-10	x
Cc1nc2ccc(N=NN(C)C)cc2[nH]1	i	0	-8	0.5	-22	-1	-1	-0.8	-1	-7
CCCN(CCC)S(=O)(=O)c1ccc(C(=O)NNc2nc(-c3ccccc3)c3cc(Br)ccc3n2)cc1	i	9	36*	-0.8	3	-5	-2	0.2	2	38
COc1cc(OC)nc(-n2ncc(Br)c(Br)c2=O)n1	i	4	-2	-2.3	-23	5	-1	-0.4	-11	-10
COCOCCn1cc(CN2CCS(=O)(=O)N(Cc3ccc(-c4ccc(Cl)c(Cl)c4)cc3)C(C(C)C)C2=O)nn1 (centres undefined)	i	0	-7	4.9	3	23	1	-1.3	4	x
Cc1ccc(-c2nc3ccccc3n3nnnc23)cc1	i	0	-3	0.0	1	6	2	-0.7	-6	-11
Cc1ccccc1Cn1c2ccccc2c2cnn(CC(=O)NCCCN3CCOCC3)c(=O)c21	i	2	-9	-1.2	2	-1	-1	0.1	3	-8

Already shown: entries from further up.
SMILES	Rpn11 inh	CSN deneddyl inh	NadD inh	LMPTP block	MLLE-PAM2 inh	DNMT1 block	STEP block	TbMetRS inhib	SUMO1-SIM PPI	Scp1 inh
COc1cc(OC)nc(-n2ncc(Br)c(Br)c2=O)n1	i	4	-2	-2.3	-23	5	-1	-0.4	-11	-10
COCOCCn1cc(CN2CCS(=O)(=O)N(Cc3ccc(-c4ccc(Cl)c(Cl)c4)cc3)C(C(C)C)C2=O)nn1 (centres undefined)	i	0	-7	4.9	3	23	1	-1.3	4	x

Rows were taken by chance (roughly 3.6% active in at least one column).
